# Pol beta inh – blocks human DNA polymerase beta activity; Pol beta primer extension/strand displacement, fluorescence kinetic; 340,000 compounds, 1.3% hits; Potency, µM (titrated, usually from 114 µM), for inactives: top-dose activity change, negative = inhibition, hits mostly inhibitors; further: potency means the concentration at half of the fitted maximal effect; on the % scale 0 is the no-effect control and ±100 the full control effect
#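 Values derive from four-parameter Hill fits of normalized kinetic data: reads at 0 and 10 min following addition of 50 nM substrate to 10 nM Pol beta preincubated 15 min with compound.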
# POLI inh – inhibitors of human DNA polymerase iota. Pol iota fluorescent replication assay, 10 min. Potency, µM (top dose mostly 115 µM), inactives show top-dose activity, negative = inhibition, usual class: inhibitors. 390,000 compounds, 1% hits; further: potency means the concentration at half of the fitted maximal effect
#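 Pol iota at 10 nM preincubated 15 min with compounds at room temperature; reaction started with fluorescent substrate, 50 nM final. Fluorescence read kinetically at 0 and 10 min; buffer-only wells as negative control.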
# POLK inh – inhibitors of human DNA polymerase kappa. Q9UBT6. purified Pol kappa, fluorescent DNA synthesis assay, 10 min. Potency, µM (series often up to 107 µM), inactives show top-dose activity, negative = inhibition, usual class: inhibitors. 400,000 compounds, 0.53% hits. AID 588579; further: potency means the concentration at half of the fitted maximal effect; on the % scale 0 is the no-effect control and ±100 the full control effect
#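 Here, compound and 10 nM enzyme are combined for 15 min at room temperature; adding 50 nM substrate (final) starts DNA synthesis, tracked by fluorescence at 0 and 10 min against buffer-only wells.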
# APE1 inh – inhibitors of human APE1 endonuclease; P27695; recombinant APE1, TAMRA/BHQ-2 abasic DNA cleavage fluorescence; Potency, µM (titrated, usually from 65.8 µM), inactives show at the top dose activity change, negative = inhibition, most hits filed as inhibitors; 350,000 compounds, 0.35% hits;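 further: potency means the concentration at half of the fitted maximal effect; plate controls were vehicle for no effect and reference inhibitor for full effect; nearly all actives have a fitted effect of over 55% in size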
# Target sequence (P27695 whole entry, looked up): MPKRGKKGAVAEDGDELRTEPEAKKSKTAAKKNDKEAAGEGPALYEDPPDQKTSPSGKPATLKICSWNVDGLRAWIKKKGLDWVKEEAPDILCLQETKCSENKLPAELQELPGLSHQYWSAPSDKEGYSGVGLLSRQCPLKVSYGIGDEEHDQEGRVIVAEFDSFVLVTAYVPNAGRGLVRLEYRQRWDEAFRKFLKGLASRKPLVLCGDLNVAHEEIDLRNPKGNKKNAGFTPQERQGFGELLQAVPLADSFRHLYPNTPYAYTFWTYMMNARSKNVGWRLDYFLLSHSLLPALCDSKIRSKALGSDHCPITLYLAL
#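 Quantitative HTS: incision of a TAMRA/BHQ-2 double-stranded substrate bearing a tetrahydrofuran abasic site by 0.75 nM APE1 raises fluorescence. Substrate 50 nM final, added after 15 min compound preincubation at room temperature; progress as third-minus-first kinetic read difference.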
# TRHR ag – TRH receptor (human) agonism | P34981 | TRHR cells, calcium flux fluo-8, FDSS agonist mode | activation, % at 2 µM | 360,000 compounds, 0.18% hits | AID 493084; in the data active means activation above about 30%; further: 0% is about no effect
#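 TRHR-expressing cells loaded with fluo-8 calcium dye; 23 nL library compound pin-transferred, kinetic FDSS fluorescence (Ex 480/Em 530) recorded about 180 s for agonist-induced calcium release, before a 10 nM TRH EC20 addition for potentiator mode.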
# ERG-DNA inh – ERG Ets/DNA interaction inhibition; fluorescence polarization, His-ERG Ets domain / labelled DNA; Potency, µM (series often up to 76.9 µM), without a hit: at the highest dose FP activity, negative = inhibition, most hits filed as inhibitors; 370,000 compounds, 0.028% hits; active means well fitted inhibition curve with a large enough effect in the polarisation, with a control signal flat; inconclusive means small, poorly fitted or top-dose-only effect, or effect the other way, or a change in a side signal; inactive means no such curve, though single readings can be large or run the other way; the % refers to the polarisation;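 further: polarization taken with two DNA probes labelled with fluorescein and Texas red; potency means the concentration at half of the fitted maximal effect; % of control where 0% means no effect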
# Target sequence (P11308 whole entry, looked up, the tested form may be a part): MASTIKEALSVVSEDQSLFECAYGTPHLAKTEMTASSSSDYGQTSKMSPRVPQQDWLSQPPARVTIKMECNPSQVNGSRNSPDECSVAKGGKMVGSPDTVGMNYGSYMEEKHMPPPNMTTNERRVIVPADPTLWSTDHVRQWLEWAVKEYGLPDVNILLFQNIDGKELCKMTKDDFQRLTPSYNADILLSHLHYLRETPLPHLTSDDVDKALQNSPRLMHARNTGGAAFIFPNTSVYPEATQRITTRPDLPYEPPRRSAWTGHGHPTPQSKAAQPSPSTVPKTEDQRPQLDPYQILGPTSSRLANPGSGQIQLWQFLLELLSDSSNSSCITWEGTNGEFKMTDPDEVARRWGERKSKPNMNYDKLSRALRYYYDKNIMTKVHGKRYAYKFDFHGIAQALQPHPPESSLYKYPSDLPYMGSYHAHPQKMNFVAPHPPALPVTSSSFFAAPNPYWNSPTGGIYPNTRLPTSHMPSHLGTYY
#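 His-tagged ERG Ets domain (1 uM in the protein solution; 300mM KCl, 50mM Tris-HCl, 1mM EDTA, 1mM DTT, pH 7.5) received compound, then a probe mix of 5 nM fluorescein-DNA and 100nM Texas-615-DNA. Fluorescence polarization was read for both dyes.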
# Apoferritin bind – binds horse apoferritin like a general anesthetic | P02791 | apoferritin/1-aminoanthracene competitive binding, fluorescence | Potency, µM (titrated, usually from 77.5 µM), inactives show at the highest dose activity change, negative = displacement, actives largely listed as inhibitors | 350,000 compounds, 0.074% hits; further: potency means the concentration at half of the fitted maximal effect; on the % scale 0 is the no-effect control and ±100 the full control effect; nearly all actives have a fitted effect of over 20% in size
# Target sequence (P02791 2-175 limits assumed): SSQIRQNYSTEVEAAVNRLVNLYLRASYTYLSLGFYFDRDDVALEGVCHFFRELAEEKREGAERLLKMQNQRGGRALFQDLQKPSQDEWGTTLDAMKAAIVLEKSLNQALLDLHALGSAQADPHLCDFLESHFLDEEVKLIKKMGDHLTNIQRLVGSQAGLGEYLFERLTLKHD
#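 Steps: apoferritin (10 uM) was premixed with half-saturated 1-AMA in PBS, compounds were pin-transferred, plates stood 10 min at room temperature, fluorescence was read at 380/535 nm, and curves were fitted with a Hill equation.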
# BLM helicase inh – inhibitors of human Bloom syndrome helicase BLM; Potency, µM (highest dose often 56.1 µM), for the others: at the top dose activity change, negative = inhibition, hits mostly inhibitors; recombinant BLM DNA unwinding, fluorescence dequenching; 350,000 compounds, 0.2% hits; P54132;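 further: potency means the concentration at half of the fitted maximal effect; plate controls were vehicle for no effect and no enzyme for full effect; nearly all actives have a fitted effect of over 35% in size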
# 12-LOX inh – ALOX12 (human) lipoxygenase inhibition. P18054. purified 12hLO, xylenol orange hydroperoxide absorbance. Potency, µM (doses to about 108 µM), inactives show at the highest dose activity change, negative = inhibition, usual class: inhibitors. 580,000 compounds, 1.1% hits. AID 1671190; further: potency means the concentration at half of the fitted maximal effect; on the % scale 0 is the no-effect control and ±100 the full control effect
#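 Purified human 12hLO at 150 nM in 25 mM Hepes, 0.01% Triton X-100, pH 7.0, preincubated 15 min at room temperature with compound. Reaction started with 40 uM arachidonic acid, 30 min at room temperature. Hydroperoxide measured by Fe-xylenol orange, 573/405 nm absorbance ratio.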
# An asterisk follows results filed as active; ? = inconclusive; · = not tested or not shown; [ ] = dose if it differs, or a comment. Unless noted, the call rests on the fitted dose curve; in most records, active means well fitted curve in the direction sought with a large enough effect; inconclusive means small, poorly fitted or top-dose-only effect, or another doubt; inactive means no such curve, though single readings can be large; an effect the other way counts as inactive or inconclusive. Not all compounds are listed; the hit share may differ from the screen's.
1	CC(=O)Nc1ccc(S(=O)(=O)Nc2ccc(S(=O)(=O)N3CCCCCC3)cc2)cc1
2	COc1ccc(NC(=O)Cn2nnc3sc4c(c3c2=O)CCC(C)C4)c(OC)c1 (stereo not given)
3	CSc1ccccc1C(=O)C1CCCN(S(=O)(=O)c2c(C)noc2C)C1 (stereo not given)
4	COc1ccccc1Cc1nc(-c2cccnc2)no1
5	CCCn1c(O)c(/C=C2\C=NN=C2c2ccccc2)sc1=S
6	COc1cc2c(cc1OC)CN(C(=O)CN1C(=O)c3ccc([N+](=O)[O-])cc3C1=O)CC2
7	CN(CC(=O)Nc1c(Cl)cccc1Cl)C(=O)Cc1ccsc1
8	Cc1cc(=O)n2nc(N3CCC(C(=O)Nc4ccc(C)c(Cl)c4)CC3)sc2n1
9	Cc1c(Cl)cccc1-n1ncc(C(=O)Nc2ccc3c(c2)OCCO3)c1C1CCN(C(=O)OC(C)(C)C)CC1
10	COc1ccccc1-c1c(C)nn2c(N3CCCCCC3)cc(C)nc12

Screen / compound no.,1,2,3,4,5,6,7,8,9,10
Pol beta inh,1%,?,9%,8%,5%,·,·,1%,2%,19%
POLI inh,6%,-26%,69%[activator],16%,11%,12%,11%,9%,4%,9%
POLK inh,-8%,-8%,-4%,-1%,-6%,2%,-5%,-3%,-11%,6%
APE1 inh,14%,·,13%,?,10%,46%,13%,·,·,-6%
TRHR ag,0.1,0.2,-0.6,1.2,0.4,-1.3,·,-2.1,0.8,-0.5
ERG-DNA inh,-2%,-1%,8%,8%,0%,8%,0%,4%,0%,-5%
Apoferritin bind,8%,?,-21%,-13%,?,·,·,-3%,-12%,-4%
BLM helicase inh,-2%,-9%,2%,1%,-5%,·,·,-3%,-14%,-7%
12-LOX inh,?,?,0%,149%[activator],-16%,-14%,6%,-24%,-17%,-17%

# A different layout for some results above.
item	canonical_smiles	Pol beta inh	POLI inh	POLK inh	APE1 inh	TRHR ag	ERG-DNA inh	Apoferritin bind	BLM helicase inh	12-LOX inh
3	CSc1ccccc1C(=O)C1CCCN(S(=O)(=O)c2c(C)noc2C)C1 (stereo not given)	9%	69%[activator]	-4%	13%	-0.6	8%	-21%	2%	0%
4	COc1ccccc1Cc1nc(-c2cccnc2)no1	8%	16%	-1%	?	1.2	8%	-13%	1%	149%[activator]
10	COc1ccccc1-c1c(C)nn2c(N3CCCCCC3)cc(C)nc12	19%	9%	6%	-6%	-0.5	-5%	-4%	-7%	-17%
8	Cc1cc(=O)n2nc(N3CCC(C(=O)Nc4ccc(C)c(Cl)c4)CC3)sc2n1	1%	9%	-3%	·	-2.1	4%	-3%	-3%	-24%
6	COc1cc2c(cc1OC)CN(C(=O)CN1C(=O)c3ccc([N+](=O)[O-])cc3C1=O)CC2	·	12%	2%	46%	-1.3	8%	·	·	-14%

# More compounds follow.
11	COc1ccc([N+](=O)[O-])cc1/C=N/NC(=O)CNC(=O)c1cccc(F)c1
12	CCOC(=O)c1ccc(NC(=O)CCC(CC)C(=O)O)cc1 (stereo not given)
13	Cc1cccc(CN2[C@@H](CC(C)C)COCCS2(=O)=O)c1
14	Cc1onc(-c2c(F)cccc2Cl)c1C(=O)N1CCc2ccccc21
15	Cc1nc2ccn(Cc3cccnc3)c(=O)c2cc1C(=O)N1CCN(c2ccc(F)cc2)CC1
16	O=c1oc(-c2ccccc2F)nc2c1cnn2-c1ccccc1
17	NC(=O)c1ccc2c(=O)n3c(-c4cc(Cl)c(N)c(Cl)c4)csc3nc2c1
18	CCN1C(=O)[C@H]2[C@@H](c3ccc(-c4cc(C(C)=O)cs4)cc3)N3CCCC[C@@]3(C(=O)OC)[C@H]2C1=O
19	COc1cc(/C=C2/S/C(=N/S(=O)(=O)c3ccccc3)NC2=O)c([N+](=O)[O-])cc1OC
20	CC(C)(C)NCC(O)Cn1cc(C=O)c2ccccc21 (stereo not given)

Screen / compound no.,11,12,13,14,15,16,17,18,19,20
Pol beta inh,-17%,3%,·,1%,2%,1%,?,·,-4%,-26%
POLI inh,15%,8%,-2%,12%,0%,?,50µM*,1%,?,?
POLK inh,-13%,-16%,-14%,-20%,-1%,-8%,-2%,1%,-18%,-6%
APE1 inh,0%,2%,·,-1%,·,-2%,-4%,-11%,-1%,6%
TRHR ag,-1.5,1.5,·,0.1,-0.1,0.1,-1.3,0.2,1.7,1.7
ERG-DNA inh,-20%,-9%,-5%,-1%,-6%,·,5%,-1%,?,1%
Apoferritin bind,?,-10%,·,?,3%,-16%,-13%,·,8%,-3%
BLM helicase inh,3%,3%,·,-5%,-1%,1%,-7%,·,-5%,-1%
12-LOX inh,-3%,0%,-37%,2%,-11%,8%,-29%,-12%,-23%,-1%

21	CCCCc1nn2c(=O)cc(COC(=O)c3cccc(NC(=O)COc4ccccc4)c3)nc2s1
22	OCC[C@@H]1C[C@H](O)[C@@H](O)[C@@]2(Cc3ccccc3O2)O1
23	CCOc1ncccc1C(=O)OCC(=O)c1cccs1
24	Cc1ccc(OCCNC(=O)c2cc(-n3cnnc3)ccc2Cl)cc1C
25	COc1ccc(C(O)c2coc3ccc(O)c(CN(C)C)c23)cc1 (stereo not given)
26	CCc1ccc(NC(=O)Cn2c(=O)oc3cc(S(=O)(=O)N4CCOCC4)ccc32)cc1
27	CCc1nc2ccccc2n(CC)c1=O
28	C=CC[C@H](CC(=O)NCCO)C(=O)N[C@@H](COC(=O)[C@@H](CC=C)Cc1ccc(F)cc1)Cc1c[nH]c2ccccc12
29	CCC(=O)Nc1ccc(C(=O)OCc2ccc(Cl)c(Cl)c2)cc1
30	CCOC(=O)c1ccccc1NC(=O)CSc1ccc(-c2sc(C)nc2C)nn1

Screen / compound no.,21,22,23,24,25,26,27,28,29,30
Pol beta inh,1%,21%,26%,9%,1%,-16%,2%,·,-2%,-5%
POLI inh,16%,6%,13%,36%[activator],29%,4%,3%,8%,21%,5%
POLK inh,-4%[60.1 µM],-3%,0%,-2%,-2%,5%,-2%,-3%,-18%,-5%[60.1 µM]
APE1 inh,·,24%,1%,-2%,0%,26%,3%,-16%,-5%,·
TRHR ag,-0.1,1.0,-0.6,-0.3,0.5,0.9,-0.1,·,0.6,-0.7
ERG-DNA inh,3%,3%,-6%,·,5%,0%,-7%,-8%,3%,2%
Apoferritin bind,-11%,-9%,-14%,-7%,-4%,-22%,-10%,·,-21%,-6%
BLM helicase inh,-2%,-1%,-7%,-2%,-11%,-3%,0%,·,-2%,1%
12-LOX inh,-14%,-7%,15%,-20%,-10%,4%[57.4 µM],42%[activator],-10%,-2%,-11%

31	N#CC1=C(N)c2ccccc2CC12CCCCC2
32	Cc1ccc(S(=O)(=O)N2C[C@@H]3[C@H]4CC[C@H](C4)[C@@H]3[C@@H](C)C2CC(=O)c2ccccc2)cc1 (stereo not given in full)
33	CCc1cccc(CC)c1NC(=O)CCS(=O)(=O)c1ccc(Br)s1
34	Nc1ccc(C(=O)OCc2nc3c(ccc4ccccc43)[nH]2)cc1
35	O=C(Nc1nnc(-c2ccccc2F)s1)c1ccccc1F
36	COc1cc(CN2CCCC(C(=O)Nc3ccccc3Oc3cccnc3)C2)ccc1F (stereo not given)
37	COc1ccc2c(c1)C=C(CN1CCC(CO)(CCc3ccccc3)CC1)CO2
38	CCC(C)NC(=O)CSc1ccc(Cl)cc1 (stereo not given)
39	COCCNC(=O)c1c(CS(=O)(=O)c2ccccc2)noc1C(=O)NCc1ccccc1
40	COc1ccc(C2c3c(n(C)c4ccccc34)C(=O)N2CC(=O)Nc2ccccc2F)cc1 (stereo not given)

Screen / compound no.,31,32,33,34,35,36,37,38,39,40
Pol beta inh,-5%,·,20µM*,2%,50%,-1%,0%,28%,·,-1%
POLI inh,-19%,-29%,2%,-4%,48%[activator],-5%,39%[activator],8%,11%,?
POLK inh,-10%,-4%,-4%,-17%,0%,-15%,-9%,-8%,-14%,-28%
APE1 inh,-2%,-3%,·,3%,0%,72%,-4%,33%[activator],4%,·
TRHR ag,-0.1,·,-0.2,0.1,3.6,-0.1,1.3,-0.2,-0.2,0.1
ERG-DNA inh,·,-1%,2%,-12%,6%,-6%,-12%,0%,-2%,-6%
Apoferritin bind,?,·,-9%,-6%,6%,-12%,-22%,-1%,·,-5%
BLM helicase inh,-6%,·,-3%,-1%,-6%,1%,-6%,3%,·,-13%
12-LOX inh,?,23%,-16%,30%,-5%,2%,-28%,0%,-7%,-15%

41	O=C(NCCCc1ccccc1)[C@@H]1Cc2ccccc2CN1
42	CC(=O)Nc1ccc(S(=O)(=O)Nc2ccc(Nc3ccccc3)cc2)cc1
43	Cc1ccc(Cl)cc1N(CC(=O)Nc1cccc(N(C)S(C)(=O)=O)c1)S(C)(=O)=O
44	Cc1c(Br)c(O)c(Br)c2sc(=O)oc12
45	COc1cccc(C(=O)NCc2ccc3c(c2)OCO3)c1OC
46	COc1ccc2c(c1)NC(c1cc(Cl)cc(Cl)c1O)c1cccn1-2 (stereo not given)

Screen / compound no.,41,42,43,44,45,46
Pol beta inh,4%,-10%,1%,20µM*,31%,?
POLI inh,7%,-4%,164%[activator],6.3µM*,143%[activator],?
POLK inh,-3%,-8%,-5%,?,-4%,4%
APE1 inh,-8%,15%,15%,?,17%,-6%
TRHR ag,-0.2,-0.3,1.2,-0.1,0.8,0.4
ERG-DNA inh,11%,13%,17%,-4%,2%,0%
Apoferritin bind,0%,-3%,-5%,-10%,-16%,-3%
BLM helicase inh,-2%,-8%,-12%,-15%,-8%,-4%
12-LOX inh,-11%,?,-1%,-87%,5%,32µM*

# Source: PubChem (National Center for Advancing Translational Sciences (NCATS))
